Screens as filed in PubChem.
HIF-2a block: inhibitors of HIF-2a; 786-0 RCC cells HIF-2a reporter, luciferase luminescence, overnight; inhibition, % at 18.8 µM; AID 624352; hit rate 0.72% among 360,000;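 active = inhibition of the luminescence signal of 40% or more relative to plate controls, in a single-dose primary screen at 18.75 µM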
TROY NFkB inh: blocks TROY-dependent signaling in reporter cells; hit rate 0.98% among 360,000; Q293 LMP1-TROYcd NF-kB luciferase reporter, 4 h; inhibition, % at 10 µM;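 active = compounds whose plate-normalised and pattern-corrected inhibition of the luciferase reporter signal at the single screening dose is 50% or more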
MITF TRPM1 inh: reduces MITF-dependent TRPM1 promoter luciferase signal | SK-MEL-5 TRPM1 promoter luciferase, 24 h | inhibition, % at 12.5 µM | AID 488899 | hit rate 0.83% among 330,000;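 active = mean inhibition across replicates of 60% or more, whatever share of single replicates reaches that level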; note: values of inactives mirror those of a sister screen read the other way
NR2E3 ag-1: NR2E3 (human) agonism; GST-NR2E3/biotin-RetCOR TR-FRET, 1536-well; inhibition of corepressor binding, % at 4.78 µM; hit rate 0.12% among 320,000; AID 2300;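 active = percent inhibition above the cutoff of mean plus 3 SD of all tested compounds, set per screening campaign, cut at about 20% in these data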;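 note: 0% = DMSO wells and 100% = biotin wells as full block of FRET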
Target sequence (Q9Y5X4 whole entry, looked up): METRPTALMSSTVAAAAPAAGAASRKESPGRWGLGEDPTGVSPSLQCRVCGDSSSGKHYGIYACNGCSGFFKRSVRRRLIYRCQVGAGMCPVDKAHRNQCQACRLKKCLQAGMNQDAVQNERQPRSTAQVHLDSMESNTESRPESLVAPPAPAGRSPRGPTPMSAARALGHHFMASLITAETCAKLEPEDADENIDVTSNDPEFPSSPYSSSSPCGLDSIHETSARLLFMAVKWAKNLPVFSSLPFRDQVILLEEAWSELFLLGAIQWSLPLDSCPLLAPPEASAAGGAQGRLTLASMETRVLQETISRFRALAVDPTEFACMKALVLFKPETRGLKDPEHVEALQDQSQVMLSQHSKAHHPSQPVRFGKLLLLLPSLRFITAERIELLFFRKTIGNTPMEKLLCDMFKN
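Material – GST-tagged NR2E3 plus biotinylated RetCOR corepressor · Quantity – NR2E3 fusion 1.35 nM · Times – 5 h incubation at 4 °C · Medium – pH 7.5 Tris-based buffer · Technique – TR-FRET, Eu(K)-anti-GST donor, streptavidin-D2 acceptor, ex 340, em 617/671 nm · Benchmarks – high control biotin, low control 0.6% DMSO · Format – 1536-well plates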
CF NFkB block: blocks PAF-induced NF-kB reporter in cystic fibrosis cells; hit rate 0.86% among 360,000; KKLEB NF-kB-GFP reporter, GFP fluorescence overnight; inhibition, % at 5 µM; AID 588850;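 active = at least 50% inhibition at 5 µM, scaled per plate between neutral and stimulator controls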;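 note: PAF is a Pseudomonas aeruginosa culture filtrate used as stimulus; plate controls were PAF-stimulated DMSO wells for no effect and unstimulated DMSO wells for full effect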
TWEAK-Fn14 inh: blocks TWEAK-Fn14 interaction in a reporter cell assay; TWEAK-stimulated Fn14 reporter cells, luciferase luminescence, 8 h; AID 1159606; hit rate 2% among 360,000; inhibition, % at 10 µM; in the data active = inhibition above about 50%
Peg3 promoter: Peg3 promoter activity inhibition; HeLa PEG-Prom luciferase reporter, luminescence, overnight; inhibition, % at 20 µM; hit rate 1.7% among 360,000; AID 588405;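 active = inhibition of at least 50% at 20 µM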
Shn3 3UTR inh: Schnurri-3 reporter inhibition in Clone20 osteoblasts; Clone20 osteoblast Shn3 3'UTR firefly luciferase, 24 h; inhibition, % at 12.5 µM; hit rate 0.52% among 360,000;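 active = mean inhibition of at least 75% with every replicate also reaching 75%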;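 note: 0% = median of neutral control wells and 100% = pilot-screen positive control compound; some compounds past the cut are filed as inactive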
C8 TRAIL sens: caspase-8 TRAIL sensitization | NB7+C8 cells + TRAIL, ATPlite viability luminescence | inhibition (viability loss, TRAIL sensitization), % at 10 µM | hit rate 1% among 360,000 | AID 624354;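 active = compounds causing at least 50% loss of cell viability in the single-dose screen, relative to plate controls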
KKLEB tox: CF airway cell cytotoxicity counter-screen. KKLEB CF airway cells viability, ATPlite luminescence, overnight; stronger effect = lower value; cells stimulated with P. aeruginosa culture filtrate. activity change (cytotoxicity), % at 5 µM. hit rate 0.36% among 360,000;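 active = corrected activity change at or below -50% at 5 µM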
NR2E3 ag-2: human photoreceptor-specific nuclear receptor agonism. CHO-S Gal4-NCOR/VP16-NR2E3 two-hybrid, luciferase. inhibition of corepressor binding, % at 3.98 µM. hit rate 0.35% among 360,000. AID 602229;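 active = inhibition above the mean of all tested compounds plus 3 SD, cut at about 70% in these data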;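 note: 0% = DMSO with NR2E3 transfected cells and 100% = cells lacking NR2E3 construct; higher means lower luciferase signal from less NR2E3 corepressor binding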
Starred values were filed as active, the others as inactive; nt = no result given. Some of the compounds tested; count on the stated rates, not on these rows.

compound	HIF-2a block	TROY NFkB inh	MITF TRPM1 inh	NR2E3 ag-1	CF NFkB block	TWEAK-Fn14 inh	Peg3 promoter	Shn3 3UTR inh	C8 TRAIL sens	KKLEB tox	NR2E3 ag-2
O=C(OCCN1CCOCC1)c1cccs1	-5	13	7	0	7	5	4	-5	1	-4	-5
O=S(=O)(NCCC(c1ccc(F)cc1)c1ccco1)c1ccccc1 (stereo not drawn)	36	13	-6	-4	-1	0	30	10	15	2	-7
COCCCNC(=O)c1c[nH]c2ccc(S(=O)(=O)N3CCC(C)CC3)cc2c1=O	16	6	-1	3	-2	-8	3	-4	-2	-3	-11
COc1ccc(C)cc1NC(=O)C(OC(=O)CNC(=O)c1cccc(F)c1)c1ccccc1 (stereo not drawn)	1	-16	5	-1	21	-3	-5	1	-11	-1	13
O=C(Cn1cnc2ccccc2c1=O)Nc1nnc(SCc2ccccc2)s1	1	2	-1	-1	-12	0	7	-2	-5	1	3
Cc1c(C)n(C(=O)CN2CCN(c3ccccc3)CC2)c2ccccc12	-73	-17	-10	-5	4	-27	-104	-4	4	4	-5
COc1ccc(NC(=O)N2C3CCCC2CC(NC(=O)C2CC2)C3)cc1 (stereo not drawn)	7	-2	0	3	-25	77*	7	-3	10	7	-21
CCc1nnc(NC(=O)C(=O)NCCOC(=O)c2ccccc2)s1	14	7	-1	-3	-5	-7	-58	2	15	0	-14
c1cc2c(cc1-n1cnnn1)OCO2	14	11	0	-1	7	4	1	15	17	-18	-7
CN(CCc1ccccn1)c1ccc([N+](=O)[O-])cn1	-18	-5	-13	-1	-2	9	-20	-1	-23	-15	-6
COC(=O)c1ccccc1NC(=O)CNCCc1ccc(OC)c(OC)c1	14	13	5	-3	-5	2	1	6	-13	3	-17
NC1=NC[C@H](Cc2ccc(O)cc2)N1CCc1cccc2ccccc12	17	-6	1	-2	24	-7	10	-22	2	-11	0
CSc1ncccc1C(=O)OCc1ccc(Br)cc1	-20	-58	-28	-2	-2	-30	-68	-6	-12	-7	-4
CC(=O)N(Cc1ccc(Br)cc1)c1cccc(C)c1C	22	13	4	3	7	16	24	6	2	-4	-4
COc1cccc(C(=O)NC2CCN(C(=O)N3CCCCC3)CC2)c1	12	2	7	0	-2	9	-4	16	-1	-8	5
COCCCNC(=O)c1ccc(NC(C)=O)cc1	5	5	0	-1	22	9	7	-21	-5	-2	10
COc1ccc(C)c2sc(NC(=O)c3cccc(N4C(=O)CCC4=O)c3)nc12	1	-17	9	0	-26	-13	-5	-7	-7	1	-39
CCCN1CNC(=S)N(c2ccc(C)cc2C)C1	13	10	7	-1	17	4	-6	-8	-1	-10	-10
Cc1cc(NC(=O)CSC2=NCCS2)no1	10	10	10	0	-1	11	-12	2	-11	-7	-35
CCCN(CC(=O)Nc1ccc(F)c(F)c1F)C(=O)Cn1c(=O)cnc2ccccc21	14	-6	15	2	5	-18	13	-1	10	-1	4
CCCCCCCCCCCCN1[C@@H](CC(=O)O)c2cc(C(F)(F)F)ccc2S1(=O)=O	-69	32	1	-3	31	-24	-31	-4	3	20	53
O=C(CSCc1c(Cl)cccc1Cl)Nc1ccc2c(c1)OCCO2	-140	-45	-18	2	3	21	-124	-16	1	-1	7
CCC1(CC)Cc2ccccc2C(=O)N1	16	-17	-7	-3	-5	-8	6	7	-9	1	11
CCOc1ccc(N2CC(C(=O)Nc3ccc(S(=O)(=O)NCC4CCCO4)cc3)CC2=O)cc1 (stereo not drawn)	15	13	15	5	-17	-1	21	-1	7	6	-28
COc1cc(OC)cc(C(=O)NCC(=O)OCC(=O)c2cc(C)n(Cc3ccco3)c2C)c1	-5	-2	15	-1	18	11	-1	-81	4	12	-36

Reprinted at random: two records from the list, in no set order.
compound	HIF-2a block	TROY NFkB inh	MITF TRPM1 inh	NR2E3 ag-1	CF NFkB block	TWEAK-Fn14 inh	Peg3 promoter	Shn3 3UTR inh	C8 TRAIL sens	KKLEB tox	NR2E3 ag-2
CN(CCc1ccccn1)c1ccc([N+](=O)[O-])cn1	-18	-5	-13	-1	-2	9	-20	-1	-23	-15	-6
CCCN1CNC(=S)N(c2ccc(C)cc2C)C1	13	10	7	-1	17	4	-6	-8	-1	-10	-10

(listing goes on)
compound	HIF-2a block	TROY NFkB inh	MITF TRPM1 inh	NR2E3 ag-1	CF NFkB block	TWEAK-Fn14 inh	Peg3 promoter	Shn3 3UTR inh	C8 TRAIL sens	KKLEB tox	NR2E3 ag-2
CCOCCCNC(=O)c1ccc2c(=O)n(CCCOCC)c(=S)[nH]c2c1	22	16	-2	2	11	-23	13	8	-1	-4	-7
O=C(Nc1cccnc1)c1scc2c1OCCO2	0	7	6	-1	3	7	-7	-10	-10	4	-11
C[C@@H]1COC(=O)[C@H](CC(=O)OC(C)(C)C)C/C=C\C[C@@H](CC(=O)NCCO)C(=O)N1	11	-7	0	nt	-2	16	-8	-20	7	-2	14
Cc1ccc(C(=O)NCC(=O)O)s1	18	-4	-5	3	-5	-4	14	4	-9	6	-9
NC(=O)C1CCN(C(=O)C2CCC(=O)N(Cc3ccc(Cl)cc3)C2)CC1 (stereo not drawn)	2	-21	-2	5	-14	1	-1	-7	2	4	-19
CCC(=O)Nc1cccc(NC(=S)NC(=O)c2ccc(Cl)cc2)c1	-248	-22	-51	-1	-7	-4	-226	-31	11	1	-31
Cc1noc(C)c1-c1ccc(C(=O)NCCC(F)(F)F)c2occc12	-72	-21	nt	nt	-40	14	-63	-24	12	-4	-3
Cc1cccc(C(=O)NC(=S)Nc2ccc(N3CCOCC3)cc2)c1	-70	-27	1	3	4	-8	-35	-14	-1	-6	-17
COc1ccc(NC(=O)c2cnc3sccn3c2=O)cc1	-182	-42	-18	-1	-13	14	-196	-40	10	7	-47
O=C(Nc1cc(S(=O)(=O)N2CCOCC2)ccc1N1CCOCC1)c1ccc([N+](=O)[O-])s1	-4	4	83*	nt	-12	-13	3	20	53*	1	11
COc1ccc(-c2noc(CCC(=O)N3CCC(c4cc(C)ccc4C)CC3)n2)cc1	-63	14	-14	nt	10	0	-7	-23	2	1	-37
Cc1cc(C(=O)NN)c2cc(Br)ccc2n1	7	25	4	2	-15	-5	-5	-3	4	8	-40
CC(C)[C@H](NC(=O)[C@@H]1Cc2ccccc2CN1C(=O)OC(C)(C)C)C(=O)NC1CCCC1	3	10	1	0	10	-5	-19	3	-3	6	12
COCCOC(=O)c1c(NC(=O)CNc2ccc(C)c(F)c2)sc(C(N)=O)c1C	14	6	3	4	-9	-6	20	44	-4	4	2
O=C(O)CN1C(=O)N/C(=C\c2cccn2-c2ccc(P(=O)(O)O)cc2)C1=O	10	14	8	nt	2	-5	4	3	21	-2	-5
CC(C)Cc1ccc(-c2cc3nc(NCCCn4ccnc4)ccn3n2)cc1	-218	-29	nt	nt	34	-12	-106	-64	42	-47	-81
Cc1ccc(CSCC(=O)NCCCN2CCOCC2)cc1	-2	-4	3	-2	11	-7	2	-9	10	6	-5
CCOC(=O)c1sc(NC(=O)c2cccs2)nc1C	-230	-28	-17	nt	-13	-20	-215	-52	47	16	-58
CC(=O)N/C(=C\c1ccc(F)cc1)C(=O)NC(C(=O)O)C(C)C (stereo not drawn)	8	-13	-14	-6	-1	-22	2	-13	-9	17	31
COC1Cc2ccccc2N(C(N)=O)c2ccccc21 (stereo not drawn)	9	-9	8	0	0	0	8	-8	9	3	10
COc1ccc(CN(C)Cc2c(O)ccc3cc(Br)ccc23)cc1OC	7	24	4	6	15	41	3	5	8	-17	-25
CCNC(=O)n1cc(-n2cncn2)c(-c2ccccc2)n1	16	6	9	-1	-4	9	7	-27	0	0	17
CC(c1cccs1)N(Cc1ccco1)C(=O)Nc1ccc(Cl)c(Cl)c1 (stereo not drawn)	-3	7	-5	4	1	-5	18	4	3	-13	2
Cc1ccc(C(=O)OCC(=O)Nc2ccc(F)c(Cl)c2)o1	2	-4	3	2	2	-17	7	7	-7	-2	-17
C(=C\c1ccccc1)/C=N/Nc1nc2ccccc2[nH]1	-219	-7	-23	-2	8	7	-273	-34	4	-2	-200

The list goes on:
compound	HIF-2a block	TROY NFkB inh	MITF TRPM1 inh	NR2E3 ag-1	CF NFkB block	TWEAK-Fn14 inh	Peg3 promoter	Shn3 3UTR inh	C8 TRAIL sens	KKLEB tox	NR2E3 ag-2
CC(=O)N1N=C(N)SC1c1cccc([N+](=O)[O-])c1 (stereo not drawn)	7	2	15	-2	17	-1	5	-1	-6	1	-11
O=C(OCc1cccnc1)C1=Cc2ccccc2OC1	-85	-27	-23	0	-15	-27	-117	-44	-1	0	-25
CCCC(=O)NNC(=O)CC(=O)Nc1ccccc1C(=O)O	6	10	-8	3	-7	-4	-2	3	-13	11	4
C/C(=N/NC(=O)c1ccoc1C)c1ccc(NC(=O)C2CCCC2)cc1	-62	31	-9	-1	-12	20	-27	-55	0	1	-100
O=C(O)c1n[nH]c2c1CCCC2	6	27	14	3	0	-11	9	-28	-14	1	-19
Cc1onc(-c2ccccc2)c1C(=O)N1CCC(C)(C(=O)O)C1 (stereo not drawn)	9	-2	nt	nt	-24	2	-9	-4	-11	8	-15
Cc1cccc(C)c1OC1(c2ccccc2)OC(=O)c2ccccc21 (stereo not drawn)	16	-39	1	1	12	-2	21	17	8	-1	-12
O=C(O)CN=C(NS(=O)(=O)c1ccc(Cl)cc1)c1ccccc1	0	-6	13	2	-4	10	14	-18	-1	-3	24
COc1cc(/C=C/C(=O)N2CCN(C(=O)/C=C/c3cc(OC)c(OC)c(OC)c3)CC2)cc(OC)c1OC	12	-3	15	1	-13	3	-15	-9	-1	-1	-25
COc1ccccc1Cc1c(-c2ccc(F)cc2)nc2c(C)cc(Br)cn12	-52	19	nt	nt	60*	37	32	-6	-1	4	-10
O=C(NCc1cccnc1)c1csc([C@@H]2C[C@H](O)[C@@H](CO)O2)n1	9	-2	nt	nt	-10	1	7	-17	-6	1	-7
CS(=O)(=O)N1CCCCC1c1cc(C(=O)Nc2ccccc2)no1 (stereo not drawn)	-209	-34	nt	nt	-16	-8	-214	-94	-4	0	-107
CC(CNC(=O)C(C)C)NC(=O)C(C)C (stereo not drawn)	11	-7	-2	2	-20	9	16	-4	-4	4	10
COCCOC(=O)C1=C(C)NC(=O)NC1/C=C/c1ccccc1 (stereo not drawn)	14	-14	-14	1	-1	-8	7	8	-7	2	-8
CC(C)CCN1C(=O)c2ccc(C(=O)NCc3ccco3)cc2C1=O	8	-16	2	3	4	11	11	-4	9	-4	16
CN(C)CCCOC(=O)c1sc2ccccc2c1Cl	5	-45	-8	0	-16	-13	-16	-2	-1	14	-41
COc1ccccc1CNC(=O)Cn1cnnn1	15	4	-16	0	-16	-1	9	10	-24	1	-21
CCCc1ccc2oc(C(=O)N3CCN(C4CCS(=O)(=O)C4)CC3)c(C)c2c1 (stereo not drawn)	-11	-13	-8	2	-14	-9	-11	2	7	0	-20
